# Bioassay records as filed in PubChem BioAssay.
# GPR55 antagonists: GPR55 antagonists blocking LPI-driven arrestin recruitment, primary screen, imaging, U2OS, beta-arrestin-GFP, LPI agonist (AID 2013); U2OS GPR55 beta-arrestin-GFP translocation imaging, LPI antagonism; higher % means a stronger effect; one-dose inhibition, % at 10 µM; IC50 in µM for titrated hits; 290,000 compounds, 0.13% hits;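 active means spots per cell inhibited over 60%, with over 100 cells counted and total cytoplasm intensity under 500,000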;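 further: U2OS cells stably carrying GPR55 and arrestin-GFP stimulated by 5 µM LPI near EC80; imaged beta-arrestin-GFP aggregate spots per cell after agonist stimulation; plate controls were LPI-stimulated DMSO wells for no effect and DMSO wells without LPI for full effect; some results filed as inactive read as strong as hits; confirmed hits need IC50 under 10 µM and bright autofluorescent wells are also inconclusive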
# KOR beta-arrestin-1: kappa opioid receptor blockers – cell-based, luminescence, uHTS (AID 1778); KOR beta-arrestin recruitment, luminescence, antagonist mode; higher % means a stronger effect; 290,000 compounds, 0.091% hits; inhibition, % at 10 µM; hits with a dose series show IC50 in µM; in the data active means inhibition above about 50%; further: strong numbers were not always called active
# NTR1 ag: agonists of NTR1, primary screen, imaging, U2OS cells, beta-arrestin-GFP, high content (AID 493036). P30989. 330,000 compounds, 0.17% hits. activation, % at 20 µM. NTR1-U2OS beta-arrestin-GFP spot imaging, agonist mode;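 active means activation at or above 40% of the spot to cytoplasm intensity ratio, with at least 20 cells analyzed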;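 further: 0% = DMSO without peptide and 100% = 100 nM NTR1 peptide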
# Target sequence (P30989 whole entry, looked up): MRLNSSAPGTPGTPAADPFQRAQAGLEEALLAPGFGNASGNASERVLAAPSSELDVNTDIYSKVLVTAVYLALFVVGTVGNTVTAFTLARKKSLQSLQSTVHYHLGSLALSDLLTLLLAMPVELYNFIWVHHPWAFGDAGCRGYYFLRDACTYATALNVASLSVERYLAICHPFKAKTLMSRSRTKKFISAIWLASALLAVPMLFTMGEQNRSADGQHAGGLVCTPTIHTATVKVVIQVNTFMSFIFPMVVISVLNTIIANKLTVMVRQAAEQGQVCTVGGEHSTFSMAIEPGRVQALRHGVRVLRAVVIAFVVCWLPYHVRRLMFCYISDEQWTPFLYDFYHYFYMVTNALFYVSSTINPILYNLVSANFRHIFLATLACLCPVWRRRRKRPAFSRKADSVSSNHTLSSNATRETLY
# West Nile antiviral: West Nile virus antiviral activity, cell-based, CPE readout (AID 1621). West Nile virus-infected cells, CPE inhibition; higher % means a stronger effect. one-dose CPE inhibition, % at 10 µM; IC50 in µM for titrated hits. 290,000 compounds, 0.02% hits; in the data active means a potency from the dose series; further: strong numbers were not always called active
# GPR35 arrestin U2OS: GPR35 antagonists blocking zaprinast-driven arrestin recruitment, primary screen, imaging, U2OS, beta-arrestin-GFP, zaprinast agonist (AID 2058). U2OS GPR35 beta-arrestin-GFP translocation imaging, zaprinast antagonism; higher % means a stronger effect. inhibition, % at 10 µM, or IC50 in µM where a hit was titrated. 290,000 compounds, 0.052% hits;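 active means inhibition of at least 50% with at least 30 cells and total cytoplasm GFP at most 10,000,000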
# GPR55 activation: GPR55 agonists via beta-arrestin recruitment, primary screen, imaging, U2OS cells, beta-arrestin-GFP redistribution (AID 1961); U2OS GPR55 beta-arrestin-GFP redistribution imaging; higher % means a stronger effect; activation, % at 10 µM; hits with a dose series show EC50 in µM; 290,000 compounds, 0.048% hits;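 active means activation above 40% with more than 50 cells counted in the well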;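 further: U2OS osteosarcoma cells stably expressing GPR55 and beta-arrestin-GFP; plate controls were DMSO negative control for no effect and LPI positive control for full effect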
# KOR beta-arrestin-2: kappa opioid receptor activators – cell-based, luminescence, uHTS, primary screen (AID 1777). KOR beta-arrestin recruitment, luminescence; higher % means a stronger effect. activation, % at 10 µM, or EC50 in µM where a hit was titrated. 280,000 compounds, 0.02% hits; in the data active means activation above about 50%, passing the limit was not always enough; further: a part of the inactive calls stands beside numbers as strong as those of hits
# Salmonella PhoP GFP: inhibitors of PhoP regulon expression, primary screen, Salmonella Typhimurium, GFP reporter (AID 1863) | S. Typhimurium PhoP-regulated promoter GFP reporter, 4 h; higher % means a stronger effect | inhibition, % at 50 µM, or IC50 in µM where a hit was titrated | 300,000 compounds, 0.16% hits;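 active means inhibition over 29.93%, a cutoff 3 SD above the screen mean, later confirmed by dose response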;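 further: 0% = low Mg2+ inducing control and 100% = high Mg2+ repressing control; strong numbers were not always called active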
# T cell modulator: T cell immune modulation candidate | 2C CD8+ T cell-vesicle binding, flow cytometry; hits give low values | calls only at 7 µM | 330,000 compounds, 0.068% hits | AID 2052;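 active means response, share of CD8 T cells binding vesicles, and their 90th percentile fluorescence all below set limits, cut at about 80% in these data, passing the limit was not always enough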
#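 Material: 2C TCR transgenic mouse naive CD8+ T cells, MACS-purified. Also added: QL9-charged Drosophila Ld/ICAM-1/B7-1 vesicles. Timing: binding 1.5 h at 37 °C. Measured by: high-throughput flow cytometry with anti-B7-1 and anti-CD8 staining. Read-out: percent CD8+ FL2 mean versus row control. Controls: Unloaded micro-vesicles (low), QL9 vesicles with 0.7% DMSO (high).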
# T cell modulator vesicle-bound %: second read-out of T cell modulator, no call of its own (marks repeat the call); double positive events, %; measured here: CD8+ vesicle-bound cell fraction;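 binding gate set so that unloaded-vesicle control wells show 10% double positive cells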
# NTR1 ag cell count 20 µM: recorded beside NTR1 ag, whose call it bears; cell count; measured here: cell count, cytotoxicity flag
# Active calls of the source: *; i = inactive; . = not tested or not shown; & = joins results of further samples. A portion of the library (hit frequency here may not be typical).
SMILES,GPR55 antagonists,KOR beta-arrestin-1,NTR1 ag,NTR1 ag cell count 20 µM,West Nile antiviral,GPR35 arrestin U2OS,GPR55 activation,KOR beta-arrestin-2,Salmonella PhoP GFP,T cell modulator,T cell modulator vesicle-bound %
O=C(CCN1CCC(c2ccccc2)C1)c1ccc2c(c1)OCCO2 (stereo unspecified),9%,-9%,-3.2,69,0.1%,8%,0.1%,3.5%,5%&16%,i,9
C/C=C(/C)C(=O)O[C@@H]1c2c(ccc3ccc(=O)oc23)OC(C)(C)[C@@H]1OC(=O)/C(C)=C\C,39%,13%,7.4,39,1.7%,4%,-0.1%,-0.3%,5%,.,.
CN(C)CCOC(C)(c1ccccc1)c1ccccn1 (stereo unspecified),13%&-1%,5%&0%,-1.6,40,0.1%,-4%&-12%,-0.2%&0.3%,-1.5%&-2.6%,5%&0%&-8%,i,24
CCC(C)n1ncn(-c2ccc(N3CCN(c4ccc(OCC5COC(Cn6cncn6)(c6ccc(Cl)cc6Cl)O5)cc4)CC3)cc2)c1=O (stereo unspecified),-8%,6%,0.2,66,1.0%,1%,-0.5%,0.4%,2%&-4%,i,65
CCN(CC)CCNC(=O)c1cc(Cl)c(N)cc1OC,11%,11%,0.0,62,0.2%,-8%,0.8%,-2.5%,4%&-2%,i,17
OC(C#CCN1CCCC1)(c1ccccc1)c1ccccc1,14%,2%,-1.2,61,-1.0%,-4%,0.2%,1.9%,-6%,i,13
Cc1nc2ccccn2c(=O)c1CCN1CCC(C(=O)c2ccc(F)cc2)CC1,-5%,-12%,-1.4,53,-0.1%,-2%,-0.2%,0.4%,0%,i,62
COc1cc2c(c(OC)c1OC)-c1c(cc3c(c1OC)OCO3)[C@@H](OC(C)=O)[C@H](C)[C@H](C)C2,12%,20%,-1.4,89,-0.6%,-4%,0.8%,-1.1%,1%,i,8
CCN(CC)CCOC(=O)C1(c2ccccc2)CCCC1,7%,-60%,2.4,49,-0.5%,9%,0.2%,3.6%,-7%,i,42
CCOc1ccc(NC(=O)Cn2cc(C(=O)c3ccco3)c3ccccc32)cc1,0%,7%,3.9,48,1.0%,-11%,-0.1%,1.6%,4%,i,17
CCc1cc(=O)oc2c(CNC(Cc3ccccc3)C(=O)O)c(O)ccc12 (stereo unspecified),-5%,-7%,-0.1,94,0.0%,1%,-0.1%,-1.1%,.,i,53
C=CC1=C(C(=O)O)N2C(=O)[C@@H](NC(=O)/C(=N\O)c3csc(N)n3)[C@H]2SC1 (stereo in doubt),.,.,1.0,49,0.0%,.,.,.,25µM*,i,34
C[C@]12CCC(=O)C=C1CC[C@@H]1[C@@H]2CC[C@@]2(C)[C@H]1CC[C@]2(O)C(=O)CO,-2%,-50%,-1.2,57,-0.1%,2%,-0.1%,2.0%,-6%,i,21

# Arranged by the number under KOR beta-arrestin-2 (highest first): 6 from the list above
SMILES	KOR beta-arrestin-2
CCN(CC)CCOC(=O)C1(c2ccccc2)CCCC1	3.6%
O=C(CCN1CCC(c2ccccc2)C1)c1ccc2c(c1)OCCO2 (stereo unspecified)	3.5%
CCC(C)n1ncn(-c2ccc(N3CCN(c4ccc(OCC5COC(Cn6cncn6)(c6ccc(Cl)cc6Cl)O5)cc4)CC3)cc2)c1=O (stereo unspecified)	0.4%
C/C=C(/C)C(=O)O[C@@H]1c2c(ccc3ccc(=O)oc23)OC(C)(C)[C@@H]1OC(=O)/C(C)=C\C	-0.3%
COc1cc2c(c(OC)c1OC)-c1c(cc3c(c1OC)OCO3)[C@@H](OC(C)=O)[C@H](C)[C@H](C)C2	-1.1%
CCN(CC)CCNC(=O)c1cc(Cl)c(N)cc1OC	-2.5%

# Marked active in Salmonella PhoP GFP, of those listed so far:
canonical_smiles,GPR55 antagonists,KOR beta-arrestin-1,West Nile antiviral,GPR35 arrestin U2OS,GPR55 activation,KOR beta-arrestin-2,Salmonella PhoP GFP,T cell modulator,T cell modulator vesicle-bound %
C=CC1=C(C(=O)O)N2C(=O)[C@@H](NC(=O)/C(=N\O)c3csc(N)n3)[C@H]2SC1 (stereo in doubt),.,.,0.0%,.,.,.,25µM*,i,34

# Whole records, looked up by structure. Screens in order: GPR55 antagonists, KOR beta-arrestin-1, NTR1 ag, NTR1 ag cell count 20 µM, West Nile antiviral, GPR35 arrestin U2OS, GPR55 activation, KOR beta-arrestin-2, Salmonella PhoP GFP, T cell modulator, T cell modulator vesicle-bound %
# Listed for COc1cc2c(c(OC)c1OC)-c1c(cc3c(c1OC)OCO3)[C@@H](OC(C)=O)[C@H](C)[C@H](C)C2 : 12%, 20%, -1.4, 89, -0.6%, -4%, 0.8%, -1.1%, 1%, i, 8
# Listed for CCN(CC)CCNC(=O)c1cc(Cl)c(N)cc1OC : 11%, 11%, 0.0, 62, 0.2%, -8%, 0.8%, -2.5%, 4%&-2%, i, 17
